bovine MsrA act: activates bovine MsrA enzyme; activation, % at 10.6 µM; AID 602163; purified bovine MsrA, absorbance read-out; 360,000 compounds, 0.3% hits; in the data active = activation above about 7.5%;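 note: 0% = vehicle and 100% = reference activator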
MLLE-PAM2 inh: inhibitors of microRNA-mediated deadenylation, human PABP1 MLLE binding; P11940; GST-MLLE / FITC-PAM2 fluorescence polarization; inhibition, % at 20 µM; 360,000 compounds, 0.36% hits; in the data active = inhibition above about 35%, passing the limit was not always enough;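 note: plate controls were DMSO wells with GST-MLLE for no effect and wells lacking GST-MLLE protein for full effect; some results filed as inactive read as strong as hits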
Rin1-Abl PPI inh: inhibitors of human Rin1-Abl protein interaction; TR-FRET Rin1/Abl binding, biochemical; inhibition, % at 7.35 µM; 360,000 compounds, 0.4% hits; AID 588664; in the data active = inhibition above about 5%, passing the limit was not always enough
Target sequence (P00519 whole entry, looked up): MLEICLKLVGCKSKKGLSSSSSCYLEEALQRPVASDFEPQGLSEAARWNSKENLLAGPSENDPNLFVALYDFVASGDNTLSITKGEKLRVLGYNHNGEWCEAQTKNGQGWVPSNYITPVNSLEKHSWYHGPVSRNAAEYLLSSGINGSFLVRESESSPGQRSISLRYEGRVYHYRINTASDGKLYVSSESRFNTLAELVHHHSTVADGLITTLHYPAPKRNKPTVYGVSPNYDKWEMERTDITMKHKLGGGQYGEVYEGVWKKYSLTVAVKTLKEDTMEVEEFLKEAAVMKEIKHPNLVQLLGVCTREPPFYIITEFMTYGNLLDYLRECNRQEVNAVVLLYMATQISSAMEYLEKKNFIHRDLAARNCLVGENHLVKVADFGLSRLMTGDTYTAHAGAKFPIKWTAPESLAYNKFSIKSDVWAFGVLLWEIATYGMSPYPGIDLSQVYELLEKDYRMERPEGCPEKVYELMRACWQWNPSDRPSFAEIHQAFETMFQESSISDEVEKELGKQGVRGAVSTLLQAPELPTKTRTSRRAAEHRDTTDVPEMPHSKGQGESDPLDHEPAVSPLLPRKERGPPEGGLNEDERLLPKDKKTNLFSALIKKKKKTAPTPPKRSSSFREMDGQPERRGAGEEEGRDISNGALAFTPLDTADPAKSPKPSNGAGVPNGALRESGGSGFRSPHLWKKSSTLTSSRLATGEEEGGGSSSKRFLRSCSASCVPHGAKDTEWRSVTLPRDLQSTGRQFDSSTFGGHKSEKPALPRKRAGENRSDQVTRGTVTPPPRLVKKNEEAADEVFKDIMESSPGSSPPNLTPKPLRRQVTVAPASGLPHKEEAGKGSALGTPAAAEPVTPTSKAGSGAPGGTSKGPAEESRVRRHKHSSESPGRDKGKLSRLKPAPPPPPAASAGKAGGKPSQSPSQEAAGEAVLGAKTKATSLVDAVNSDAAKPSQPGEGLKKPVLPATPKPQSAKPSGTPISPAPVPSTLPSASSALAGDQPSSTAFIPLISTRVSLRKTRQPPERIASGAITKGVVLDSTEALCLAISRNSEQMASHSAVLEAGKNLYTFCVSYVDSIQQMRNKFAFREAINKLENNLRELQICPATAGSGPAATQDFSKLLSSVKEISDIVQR
Target sequence (Q13671 whole entry, looked up): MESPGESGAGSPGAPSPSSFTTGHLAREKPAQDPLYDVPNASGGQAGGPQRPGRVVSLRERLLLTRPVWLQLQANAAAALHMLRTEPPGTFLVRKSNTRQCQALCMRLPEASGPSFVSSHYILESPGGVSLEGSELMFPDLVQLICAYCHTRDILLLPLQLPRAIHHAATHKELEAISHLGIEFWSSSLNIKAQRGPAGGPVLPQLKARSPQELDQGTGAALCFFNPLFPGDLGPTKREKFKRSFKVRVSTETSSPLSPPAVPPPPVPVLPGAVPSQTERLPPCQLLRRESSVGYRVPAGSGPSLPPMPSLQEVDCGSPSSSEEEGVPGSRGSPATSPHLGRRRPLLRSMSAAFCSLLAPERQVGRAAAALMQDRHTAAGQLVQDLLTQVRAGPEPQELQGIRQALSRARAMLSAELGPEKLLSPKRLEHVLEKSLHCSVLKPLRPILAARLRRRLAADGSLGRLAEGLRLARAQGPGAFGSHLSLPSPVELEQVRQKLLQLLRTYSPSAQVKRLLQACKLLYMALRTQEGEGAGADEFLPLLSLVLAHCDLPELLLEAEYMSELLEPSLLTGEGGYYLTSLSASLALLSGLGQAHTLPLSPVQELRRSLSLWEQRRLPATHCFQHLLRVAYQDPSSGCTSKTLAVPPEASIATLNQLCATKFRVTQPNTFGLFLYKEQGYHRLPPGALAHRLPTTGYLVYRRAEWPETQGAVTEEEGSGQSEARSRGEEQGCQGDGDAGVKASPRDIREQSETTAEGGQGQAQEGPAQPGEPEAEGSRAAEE
MT1-MMP act inh: MT1-MMP (human) activation inhibition; AID 651647; HT1080 RFP-PRO-GFP cells, GFP/RFP ratio fluorescence, overnight; percent of plate control window, DMSO zero; GFP/RFP ratio change, % at 20 µM; 360,000 compounds, 0.061% hits;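 active = GFP/RFP ratio change of at least 30% with cell ATP level not reduced by more than half and red fluorescence within 50% of control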; note: strong numbers were not always called active
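Assay system: HT1080 RFP-PRO-GFP cells. Benchmarks: DMSO vehicle wells and RFP-L50D-GFP reporter cell wells. Times: overnight cell settling, then overnight compound exposure, 37 °C, 5% CO2. Compound: 20 µM single dose, 1% DMSO. Read-out basis: GFP/RFP fluorescence ratio.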
CendR NRP1 mod: modulators of CendR peptide binding to human neuropilin-1 | O14786 | FAM-RPARPAR peptide binding to NRP-1, fluorescence polarization | inhibition, % at 25 µM | 360,000 compounds, 0.85% hits | AID 602438;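 active = inhibition or corrected inhibition above about 18%, plus a signal ratio from 0.5 to 1.5, limit read from the data, passing the limit was not always enough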; note: strong numbers were not always called active
eLon inh: E. coli protease La inhibition. P0A9M0. purified E. coli Lon protease, fluorescence polarization. inhibition, % at 7.94 µM. 360,000 compounds, 0.42% hits. AID 602123; in the data active = inhibition above about 13%, passing the limit was not always enough;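 note: 0% = enzyme with probe and DMSO and 100% = no enzyme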
Neddylation inh: blocks human cullin neddylation. P61081+Q13564. calls only at 25 µM. TR-FRET cullin neddylation, biochemical. 360,000 compounds, 0.58% hits. AID 651699; in the data active = inhibition above about 36%
SKN-1 block: C. elegans SKN-1 inhibition; AID 624304; 360,000 compounds, 0.49% hits; inhibition, % at 21.8 µM; C. elegans VP596 Pgst-4::GFP/RFP ratio, acrylamide-induced, 24 h;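 active = interference check ratio from 0.5 to 1.5 plus GFP to RFP signal ratio inhibition reaching or exceeding a fixed threshold, cut at about 30% in these data, passing the limit was not always enough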; note: some compounds called inactive have numbers as strong as hits
FAS-TE inh: inhibitors of human fatty acid synthase thioesterase domain; recombinant FAS-TE, OMFH fluorogenic substrate, fluorescence endpoint; P49327; inhibition, % at 15 µM; 360,000 compounds, 0.67% hits;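 active = compounds whose normalised, plate-corrected inhibition of enzyme fluorescence in the single-dose primary screen is 50% or more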;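 note: 0% = DMSO with enzyme and 100% = substrate without enzyme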
* = called active by the depositor; i = inactive; x = no result given; + = active, no number.

Molecule	bovine MsrA act	MLLE-PAM2 inh	Rin1-Abl PPI inh	MT1-MMP act inh	CendR NRP1 mod	eLon inh	Neddylation inh	SKN-1 block	FAS-TE inh
O=C1CCCN1c1ccc(S(=O)(=O)N2CCN(c3ccccn3)CC2)cc1	-11	-17	4	8	4	4	i	3	23
Cc1cc2c(=O)n(CC(=O)NCC(=O)Nc3ccc(C(C)C)cc3)cnc2s1	-10	-2	0	1	1	2	i	0	-1
CCOP(=O)(C1=C(O)C(=O)C(C(C)(C)C)=CC1=O)c1ccccc1 (centres undefined)	-8	16	5	4	17	0	i	-1	1
Cc1nc2ccccc2c(=O)n1NC(=O)/C=C/c1ccccc1	-1	-4	-3	-2	-2	3	i	0	-4
CCOc1ccccc1C(=O)OCC(=O)Nc1nnc(-c2ccccc2)o1	0	-11	3	-1	-22	-10	i	-7	-5
FC(F)(F)c1cc(C(F)(F)F)c2ccc(N/N=C/c3ccccc3)nc2n1	-3	1	-1	3	-26	-6	i	-2	-10
CC(=NCCCN(C)C)C1=C(O)c2ccccc2C1=O	-11	-3	-1	4	3	7	i	-7	-6
COc1ccc(-c2cc3nc(C)cc(N4CCN(C(=O)c5ccoc5)CC4)n3n2)cc1	-6	11	1	3	-9	-1	x	-5	2
COCc1cc(C)nc(OCC(=O)N/N=C/c2ccc(-c3cc([N+](=O)[O-])ccc3Cl)o2)c1C#N	-1	7	5	4	-8	-2	i	7	-4
COc1ccc(-c2c3c(nc4sc(C(=O)Nc5ccccc5)c(N)c24)CCC3)cc1	-14	24	-5	-5	-3	7	i	-9	14
Cc1ccc(N/C(N)=N/c2nc(CSc3nnc(C)s3)cc(=O)[nH]2)c(C)c1	-8	-1	1	9	8	0	i	-4	-6
OC(CNCCc1ccccc1)COc1ccc(OCC(O)CNCCc2ccccc2)cc1 (centres undefined)	-4	-3	-3	-3	0	14	i	-17	-7
O=C(c1ccccc1)N1CCN(c2ccc([N+](=O)[O-])c(NCc3cccnc3)c2)CC1	-5	-5	-10	-1	2	-7	i	-2	-1
Cc1ccc2c(c1)N(CC(=O)c1cccc(Cl)c1)C(=O)C(C)O2 (centres undefined)	-1	14	-1	-2	8	-3	i	16	25
O=C1CCCC(O)=C1C=NCc1ccccc1	0	8	-5	-5	-8	2	i	6	-2
C[C@@H]1CN([C@H](C)CO)C(=O)CCCn2cc(nn2)CO[C@H]1CN(C)C(=O)Nc1cccc2ccccc12	-3	-14	1	9	-6	-6	i	-4	-4
Cc1cc(Br)ccc1SCC(=O)N1CCN(S(=O)(=O)c2ccccc2)CC1	-3	18	-3	-4	-2	8	i	-5	22
COCC(C)N=C1NN=C(c2ccc(NC(C)=O)cc2)CS1 (centres undefined)	-4	23	-2	-1	-4	-1	i	8	-4
CN(CC(=O)NCc1ccc(F)cc1)CC(=O)Nc1ccc(Cl)c(C(F)(F)F)c1	-13	-4	1	5	3	5	i	-6	25
COc1ccc(-c2cc(C(F)(F)F)nc(NCc3cccs3)n2)cc1	5	11	3	-9	-3	-6	i	5	44
Cc1cc(OCC(=O)N(C(C)C)C(C)C)ccc1Cl	-2	18	3	2	0	4	i	6	4
COc1ccc(NC(=O)COC(=O)CC2CCCC2)cc1	-6	-13	3	4	0	-6	i	-8	-4
O=C(NNS(=O)(=O)c1ccccc1)C(O)(c1ccccc1)c1ccccc1	-8	-8	-3	-7	-4	5	i	2	-5
CCCc1sc(N)nc1-c1ccc(Cl)cc1	-3	-5	-2	-7	1	-6	i	4	0
C=CCOc1cccc(C2/C(=C(/O)c3ccc(F)cc3)C(=O)C(=O)N2CCN2CCOCC2)c1 (centres undefined)	-4	7	-4	-2	-1	-5	i	15	-2
O=C(O)CSc1nc(-c2cccs2)cc(C(F)(F)F)n1	-4	3	2	1	11	8	i	5	-5
CN(C)CCn1ccc(O)c(Cc2ccc(Cl)cc2)c1=O	-2	1	2	0	0	-24	i	11	-6
O=C(CCNC(=O)C1CCN(S(=O)(=O)c2ccccc2)CC1)NCCc1cccc(F)c1	-2	2	-1	-3	3	-6	i	21	-1
COc1ccc(/C=C/C(=O)N[C@H](C(=O)O)C(C)C)cc1	7	-2	1	-1	-14	-9	i	-16	0
O=C(Cc1ccccc1)N/N=C/c1cc2c(cc1Cl)OCO2	-4	-2	-4	-5	11	-6	i	0	-4
CCN(CC)CCCNC(=O)c1cc2c(=O)n(C)c3ccccc3c2n1C	-1	-10	-2	4	-8	7	+	-3	-3
COc1cc(NC(=O)c2cc3sccc3n2C)cc(OC)c1	-3	2	-3	2	-22	11	i	14	17
O=C(NCc1ccccc1Cl)C1CCC(=O)N(CCCN2CCCC2=O)C1 (centres undefined)	-3	-8	3	-1	-2	-16	i	-1	-5
O=C(CCN1CCN(CCO)CC1)Nc1ccc(F)c(F)c1	0	-13	-2	-1	-6	0	i	9	-6
COc1cc(C)ccc1OCCOCCOc1ccc([N+](=O)[O-])cc1	-3	-5	-1	1	-8	8	i	4	21
O=C(O)C1C2C=CC3(CN(Cc4ccco4)C(=O)C13)O2 (centres undefined)	-1	6	-2	-3	-28	-4	i	-10	-6
O=C(c1ccc(-c2cccc(C(F)(F)F)c2)o1)N1CCCC(C(F)(F)F)C1 (centres undefined)	3	9	-2	1	22*	-13	i	20	30
C=CCOc1ccc(C[C@H](N)C(=O)NC[C@H]2O[C@@H](n3cc(C)c(=O)[nH]c3=O)C[C@@H]2O)cc1	-3	2	1	-3	1	-11	i	-8	-7
CCn1c(=O)c(C)nn2c3ccccc3nc12	-8	3	2	-3	4	-10	i	35*	-2
Cc1cc(C)c(S(=O)(=O)N2CCCC(C(=O)NCc3ccncc3)C2)c(C)c1 (centres undefined)	-1	2	5	1	7	0	i	0	-6
O=C(Nc1nc2c(s1)C(=O)CCC2)c1ccccc1	5	6	-2	3	12	2	i	-1	-8
O=[N+]([O-])c1ccccc1/C=N/N1CCN(c2ccccn2)CC1	-1	6	0	3	-12	-6	i	3	5
CCOc1ccc(OCC(=O)Nc2ccc(OC)cc2[N+](=O)[O-])cc1	-9	-6	5	8	0	-9	i	4	-11
CC1(C)CN(c2ccc(N3CC(C)(C)C3=O)cc2)C1=O	-11	-6	4	0	15	-8	i	-6	-6
O=C(NCc1ccc(Cl)cc1)C1CCN(S(=O)(=O)c2cc([N+](=O)[O-])ccc2Cl)CC1	-1	-4	0	-3	2	-1	i	4	42
COc1ccc(NC(=O)c2ccc(OCC3CCCO3)cc2)cc1Cl (centres undefined)	3	-7	0	-5	15	-6	i	1	2
CN(c1cccc(NC(=O)Cc2ccccc2)c1)S(C)(=O)=O	2	0	0	6	4	1	i	-9	-7
Fc1ccc2nc(N3CCCCC3)sc2c1	-7	-4	3	0	-6	-9	i	-4	-2
CC(=O)C1=C(C)NC(=O)NC1c1ccccc1OCC(=O)NCCc1ccccc1 (centres undefined)	-4	3	1	2	-6	-2	i	13	-8
O=C(NCC1CCCO1)c1ccc(S(=O)(=O)N2CCCCC2)cc1 (centres undefined)	-1	-7	-3	-4	7	3	i	-13	-6
CCOC(=O)c1cc2c(ccn2C)n1CC(=O)N(Cc1ccccc1)c1ccccc1	-9	41*	-2	-6	15	8	i	-4	24
O=C(Nc1ccccc1Cl)c1cc(C2CCCN(C(=O)CCCc3ccccc3)C2)on1 (centres undefined)	-2	-2	-4	-1	5	2	i	-9	20
N[C@@H](C(=O)N[C@@H]1C(=O)N2C(C(=O)O)=C(Cl)CS[C@H]12)c1ccccc1	-4	20	-1	-6	-60	4	i	11	-5
N#C/C(=C/c1ccc(O)cc1)C(=O)NCc1ccc(Cl)cc1	-8	-13	-2	6	3	4	i	15	2
OC(C#CCN1CCCC1)(c1ccccc1)c1cccnc1 (centres undefined)	4	13	0	-1	-15	8	i	3	-6
Cc1cc(F)ccc1N1CCC(N2CCN(C(C)C)C(CCO)C2)CC1 (centres undefined)	-2	3	2	0	-10	7	i	8	-8
CC(=O)c1ccccc1OCC(O)CNC1CCCC1 (centres undefined)	-1	-4	0	-3	5	0	i	-6	-4
CC(=O)c1cccc(NC(=S)NC(=O)CC(C)C)c1	-8	21	-13	-3	-12	5	i	10	-3
Cc1ccc(-n2c(O)c(C=Nc3cc(C)on3)c3ccccc3c2=O)c(C)c1	-5	9	0	-9	-14	-13	i	3	28
O=C(O)c1ccc(N2CCCCC2)cc1O	-2	3	1	-1	-2	-2	i	-2	-4
O=C(CSCc1ccccc1)N/N=C/c1ccccc1OCc1ccccc1	0	0	-1	-3	9	0	i	11	33
c1cnc2ccc3ncccc3c2c1	1	-13	2	-2	-2	-1	i	11	-3

Compounds above with four or more nitrogen atoms:
Molecule	bovine MsrA act	MLLE-PAM2 inh	Rin1-Abl PPI inh	MT1-MMP act inh	CendR NRP1 mod	eLon inh	Neddylation inh	SKN-1 block	FAS-TE inh
O=C1CCCN1c1ccc(S(=O)(=O)N2CCN(c3ccccn3)CC2)cc1	-11	-17	4	8	4	4	i	3	23
Cc1cc2c(=O)n(CC(=O)NCC(=O)Nc3ccc(C(C)C)cc3)cnc2s1	-10	-2	0	1	1	2	i	0	-1
FC(F)(F)c1cc(C(F)(F)F)c2ccc(N/N=C/c3ccccc3)nc2n1	-3	1	-1	3	-26	-6	i	-2	-10
COc1ccc(-c2cc3nc(C)cc(N4CCN(C(=O)c5ccoc5)CC4)n3n2)cc1	-6	11	1	3	-9	-1	x	-5	2
COCc1cc(C)nc(OCC(=O)N/N=C/c2ccc(-c3cc([N+](=O)[O-])ccc3Cl)o2)c1C#N	-1	7	5	4	-8	-2	i	7	-4
Cc1ccc(N/C(N)=N/c2nc(CSc3nnc(C)s3)cc(=O)[nH]2)c(C)c1	-8	-1	1	9	8	0	i	-4	-6
O=C(c1ccccc1)N1CCN(c2ccc([N+](=O)[O-])c(NCc3cccnc3)c2)CC1	-5	-5	-10	-1	2	-7	i	-2	-1
C[C@@H]1CN([C@H](C)CO)C(=O)CCCn2cc(nn2)CO[C@H]1CN(C)C(=O)Nc1cccc2ccccc12	-3	-14	1	9	-6	-6	i	-4	-4
COCC(C)N=C1NN=C(c2ccc(NC(C)=O)cc2)CS1 (centres undefined)	-4	23	-2	-1	-4	-1	i	8	-4
CCN(CC)CCCNC(=O)c1cc2c(=O)n(C)c3ccccc3c2n1C	-1	-10	-2	4	-8	7	+	-3	-3
C=CCOc1ccc(C[C@H](N)C(=O)NC[C@H]2O[C@@H](n3cc(C)c(=O)[nH]c3=O)C[C@@H]2O)cc1	-3	2	1	-3	1	-11	i	-8	-7
CCn1c(=O)c(C)nn2c3ccccc3nc12	-8	3	2	-3	4	-10	i	35*	-2
O=[N+]([O-])c1ccccc1/C=N/N1CCN(c2ccccn2)CC1	-1	6	0	3	-12	-6	i	3	5

Compound activity: PubChem BioAssay, several laboratories
